Screens from PubChem.
GLS inhibitor = qHTS for Inhibitors of Glutaminase (GLS) | Glutaminase kidney isoform, mitochondrial (Homo sapiens), O94925 | GLS enzymatic activity, qHTS titration | Potency, µM (doses to about 45.5 µM), for inactives: top-dose activity change, negative = inhibition, actives largely listed as inhibitors | 0.21% of 410,000 active | AID 624170, 2012; note: % is set by controls: 0 for no effect and ±100 for the full control effect
Target sequence (O94925 whole entry, looked up, canonical isoform): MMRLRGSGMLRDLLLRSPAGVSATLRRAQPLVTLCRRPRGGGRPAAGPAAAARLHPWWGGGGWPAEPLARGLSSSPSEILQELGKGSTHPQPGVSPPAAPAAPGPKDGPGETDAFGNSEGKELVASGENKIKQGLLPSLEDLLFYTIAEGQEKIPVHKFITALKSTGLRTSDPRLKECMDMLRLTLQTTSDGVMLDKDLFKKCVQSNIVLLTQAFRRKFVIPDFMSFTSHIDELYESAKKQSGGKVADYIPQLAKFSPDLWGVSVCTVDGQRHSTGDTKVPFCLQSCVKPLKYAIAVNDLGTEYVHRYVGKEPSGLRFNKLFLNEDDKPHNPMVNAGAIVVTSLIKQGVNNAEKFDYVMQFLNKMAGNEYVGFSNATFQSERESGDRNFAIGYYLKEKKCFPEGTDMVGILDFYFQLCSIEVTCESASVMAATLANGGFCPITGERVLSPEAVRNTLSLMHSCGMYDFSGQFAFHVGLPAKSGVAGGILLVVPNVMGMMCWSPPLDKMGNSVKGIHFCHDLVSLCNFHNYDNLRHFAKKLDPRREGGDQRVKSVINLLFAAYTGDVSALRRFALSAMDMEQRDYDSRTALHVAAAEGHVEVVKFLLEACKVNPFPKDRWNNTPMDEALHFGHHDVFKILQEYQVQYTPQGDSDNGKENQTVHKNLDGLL
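Glutamate formation by hKGA was monitored fluorometrically using coupled glutamate oxidase, HRP and Amplex Red. Substrate was added as 1 mM L-glutamine solution; incubation was 30 min at RT after an initial read.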
Pol iota inh = qHTS for Inhibitors of Polymerase Iota | Potency, µM (doses to about 115 µM), without a hit: top-dose activity, negative = inhibition, actives largely listed as inhibitors | 1% of 390,000 active | Pol iota fluorescent replication assay, 10 min
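Pol iota at 10 nM preincubated 15 min with compounds at room temperature; reaction started with fluorescent substrate, 50 nM final. Fluorescence read kinetically at 0 and 10 min; buffer-only wells as negative control.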
BLM helicase inh = qHTS Assay for Inhibitors of Bloom's syndrome helicase (BLM); recombinant BLM DNA unwinding, fluorescence dequenching; Potency, µM (top dose mostly 56.1 µM), without a hit: top-dose activity change, negative = inhibition, actives largely listed as inhibitors; RecQ-like DNA helicase BLM (Homo sapiens), P54132; 0.2% of 350,000 active;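 note: plate controls were vehicle for no effect and no enzyme for full effect; nearly all actives have a fitted effect of over 35% in size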
G9a block = qHTS Assay for Inhibitors of Histone Lysine Methyltransferase G9a. Histone-lysine N-methyltransferase EHMT2 (Homo sapiens), Q96KQ7. G9a H3K9 monomethylation, AlphaScreen, 2 h. Potency, µM (top dose mostly 102 µM), for inactives: at the highest dose activity, negative = inhibition, actives largely listed as inhibitors. 8.8% of 350,000 active. AID 504332, 2011; note: % is set by controls: 0 for no effect and ±100 for the full control effect; nearly all actives have a fitted effect of over 75% in size
Target sequence (Q96KQ7 913-1193 limits assumed): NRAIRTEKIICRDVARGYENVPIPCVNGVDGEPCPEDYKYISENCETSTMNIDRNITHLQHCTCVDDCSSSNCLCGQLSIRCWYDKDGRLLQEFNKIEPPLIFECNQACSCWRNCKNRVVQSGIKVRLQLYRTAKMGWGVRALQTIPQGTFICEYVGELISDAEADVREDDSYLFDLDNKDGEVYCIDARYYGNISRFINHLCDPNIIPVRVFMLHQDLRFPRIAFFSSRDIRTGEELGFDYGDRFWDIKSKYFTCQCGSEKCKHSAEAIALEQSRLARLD
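Compounds were preincubated with 20 nM G9a for 15 min, after which biotinylated H3K9 peptide (500 nM) and SAM (20 uM) started a 2 h room-temperature reaction. Monomethylated product was quantified by antibody-based AlphaScreen chemiluminescence.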
JMJD2A Tudor = qHTS Assay for Inhibitors of JMJD2A-Tudor Domain; Lysine-specific demethylase 4A (Homo sapiens), O75164; AlphaScreen JMJD2A-Tudor / H3K4me3 peptide binding; Potency, µM (top dose mostly 114 µM), without a hit: at the highest dose activity change, negative = inhibition, hits mostly inhibitors; 4.4% of 390,000 active; note: % is set by controls: 0 for no effect and ±100 for the full control effect; nearly all actives have a fitted effect of over 50% in size
BAZ2B block = qHTS Assay for Inhibitors of BAZ2B | AID 504333, 2011 | AlphaScreen BAZ2B-H3K14Ac peptide displacement | Potency, µM (series often up to 114 µM), for inactives: at the top dose activity change, negative = inhibition, most hits filed as inhibitors | 4.4% of 360,000 active; note: % is set by controls: 0 for no effect and ±100 for the full control effect; nearly all actives have a fitted effect of over 60% in size
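Compounds, titrated to a top concentration of 110 uM, were incubated 30 min at room temperature with preformed BAZ2B/acetyl-K14 H3 peptide complex (50 nM each). Proximity signal was measured by AlphaScreen after 20 min with beads.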
Tb PGK inh = qHTS Assay to Find Inhibitors of Phosphoglycerate Kinase; 0.043% of 380,000 active; Potency, µM (series often up to 57.5 µM), inactives show at the top dose activity change, negative = inhibition, usual class: inhibitors; PGK/GAPDH coupled, Kinase-Glo luminescence, 60 min; note: % is set by controls: 0 for no effect and ±100 for the full control effect; nearly all actives have a fitted effect of over 60% in size
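Recombinant glycosomal PGK reaction used 1,3-bisphosphoglycerate generated in-well by GAPDH (100nM final) in 100mM TEA pH 7.6, 5mM MgCl2, 0.01% Tween-20. After 60 minutes at room temperature, ATP was read by Kinase-Glo Plus luminescence end-point.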
HP1b binding inh = HTS for Inhibitors of HP1-beta Chromodomain Interactions with Methylated Histone Tails; AlphaScreen HP1-beta / biotin-H3K9me3 peptide binding; Potency, µM (top dose mostly 114 µM), inactives show top-dose activity change, negative = inhibition, usual class: inhibitors; 0.56% of 390,000 active; AID 540317, 2011; note: nearly all actives have a fitted effect of over 70% in size; inactives centre near 23
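Compound inhibition of the preformed complex between 50 nM HP1-beta and 50 nM biotinylated H3K9me3 peptide was read by AlphaScreen. Buffer was PBS pH 7.4 with 0.01% Tween-20. Incubations ran 30 min at room temperature, with 10 ug/mL donor/acceptor beads.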
Pin1 inhibitor = qHTS Assay to Find Inhibitors of Pin1; Peptidyl-prolyl cis-trans isomerase NIMA-interacting 1 (Homo sapiens), Q13526; Pin1 FP peptide displacement, HiFluor488, 10 min; Potency, µM (top dose mostly 115 µM), for inactives: at the top dose activity, negative = inhibition, most hits filed as inhibitors; 0.009% of 390,000 active; active = well fitted inhibition curve with a large enough effect in the polarisation, with a control signal flat, not every such curve was filed as active; inconclusive = small, poorly fitted or top-dose-only effect, or effect the other way, or a change in a side signal; inactive = no such curve, though single readings can be large or run the other way; the % refers to the polarisation; note: % is set by controls: 0 for no effect and ±100 for the full control effect
* = called active by the depositor; i = inactive; ? = inconclusive; . = no result given; [ ] = dose if it differs, or a comment. Unless noted, calls come from the whole dose curve; as a rule, active = well fitted curve in the direction sought with a large enough effect; inconclusive = small, poorly fitted or top-dose-only effect, or another doubt; inactive = no such curve, though single readings can be large; an effect the other way counts as inactive or inconclusive. Potency is the fitted concentration of half-maximal effect.

Each structure is followed by: GLS inhibitor	Pol iota inh	BLM helicase inh	G9a block	JMJD2A Tudor	BAZ2B block	Tb PGK inh	HP1b binding inh	Pin1 inhibitor
COc1cc(NS(=O)(=O)c2ccc(Nc3nc(-c4ccccn4)cs3)cc2)nc(OC)n1
    -17%	65%[activator]	-1%	-34%	?	?	-8%	3%	-1%
O=C(CSc1oc(-c2ccccc2)nc1S(=O)(=O)c1ccc(Br)cc1)NC1CCCCC1
    12%	-1%	3%	?	-13%	5%	-8%	20%	-5%
COc1ccc(CN(C2CCCC2)S(=O)(=O)c2ccc(-n3cnnn3)cc2)cc1OC
    -6%	?	-2%	8%[59 µM]	-21%	0%	-3%	14%	-3%
COC(=O)c1ccc(NS(=O)(=O)c2ccc(OC)cc2)cc1
    -2%	4%[58.9 µM]	-1%	7%[59 µM]	-1%	-1%	1%	23%	2%
Cc1ccc2oc(-c3cccc(NC(=O)Cc4cccs4)c3)nc2c1
    -1%	2%	0%	2%	-13%	10%	i	51%	20%
CC(CCc1ccccc1)N1CCN(C)CC1 (configuration not stated)
    14%	58%[activator]	0%	?	-13%	4%	6%	16%	-1%
COc1ccc([C@@H]2[C@@H](C(=O)C(C)(C)C)N3N=Cc4ccccc4[C@@H]3C23C(=O)OC(C)(C)OC3=O)cc1OC
    -2%	36%[activator]	0%	?	-14%	-30%	-7%	6%	-3%
Cc1cccc(Cn2c(SCc3ccc(C(=O)NC4CCCC4)cc3)nc3ccncc32)c1
    -9%	1%	-2%	-5%[59 µM]	-33%	5%	-11%	17%	11%
COc1ccc(CNC(=O)C(C)OC(=O)CN2C(=O)COc3ccccc32)cc1 (configuration not stated)
    2%	166%[activator]	1%	-11%[59 µM]	-10%	5%	-7%	13%	-10%
Cc1ccc(SCCC(=O)OCC(=O)Nc2ccc(C(N)=O)cc2)cc1
    0%	-4%	.	?	-4%	-6%	i	26%	-4%
Cc1ccc(Nc2nc(N)nc(CN3CCCCCC3)n2)cc1
    17%	7%	2%	?	50µM*	11µM*	4%	28%	20%
CC(C)C[C@H]1CN=C(Nc2ccccc2)N1CC1CCCCCC1
    5%	?	.	-13%[2.33 µM]	-25%	5%	-4%	15%	-8%
O=C1CSC(=S)N1/N=C/c1ccc(O)c([N+](=O)[O-])c1
    -1%	?	?	14µM*	20µM*	50µM*	?	40µM*	25%
O=C(CCc1ccccc1)NC(=S)Nc1ccc(S(=O)(=O)N2CCOCC2)cc1
    2%	7%	-9%	?	-11%	-37%	-3%	-3%	12%
COc1cc2c(cc1NC(=O)C(C)NCc1ccccc1)oc1ccccc12 (configuration not stated)
    8%	-16%	-12%	-33%[59 µM]	-4%	-25%	-3%	24%	19%
CN(C)c1ccc(C(CNC(=O)c2ccccc2)N2CCc3ccccc32)cc1 (configuration not stated)
    26%	-2%	-9%	13µM*	13µM*	11µM*	1%	?	?
Cc1ccc(-c2csc(/C(C#N)=C/Nc3ccccc3SC(F)(F)F)n2)cc1
    -5%	23%	4%	17%[59 µM]	-4%	16%	-2%	33%	-1%
CCN(CC)c1ccc(C2N(C(=O)N3CCOCC3)CCN2S(=O)(=O)c2ccc(C)cc2)cc1 (configuration not stated)
    27%	-1%[58.9 µM]	-2%	?	?	?	-2%	-11%	3%
O=C(CSCc1cc(=O)c2cc(F)ccc2[nH]1)Nc1ccccc1Cl
    7%	7%	1%	6%[59 µM]	-3%	5%	-7%	28%[57 µM]	1%
CCOC(=O)c1ccc(N2CCN(c3cc(C)ccc3C)CC2)c(N)c1
    1%	76%[activator]	-3%	45µM*	?	?	0%	3%	-6%
C=CCNC1=C(Cl)C(=O)N(c2cccc(Cl)c2Cl)C1=O
    ?	7%	-5%	115%[activator]	62%[activator]	59%[activator]	i	108%	1%
Cc1oc2c(cc(NS(=O)(=O)c3ccc(C(C)C)cc3)c3ccccc32)c1C(=O)OCc1ccccc1
    -2%	39%[activator]	-3%	?	-17%	-18%	i	27%	0%
CSCCC1NC(=O)N(CC(=O)Nc2c(Cl)cc(Cl)cc2Cl)C1=O (configuration not stated)
    ?	1%	-1%	7%[12.7 µM]	-31%[11.4 µM]	5%	9%	-14%	6%
CC1=Nc2cc(C(=O)NC3CCCC3)ccc2Sc2ccc(Cl)cc21
    -4%	-18%	-4%	-5%[59 µM]	-16%	-13%	-3%	-6%	12%
CCOc1ccc(/C=C/C(=O)NC2CCCCC2)cc1
    3%	125%[activator]	-4%	10%[0.501 µM]	-6%	1%	10%	13%	-8%
O=C1c2ccsc2SCCN1Cc1cccc(F)c1
    -7%	194%[activator]	-5%	19%	-12%	2%	i	30%	10%
O=C(NCCCCc1ccccc1)NC[C@@H]1CC[C@@H](Cc2ccc(-c3ccccc3)cc2)O1
    -2%	-3%	.	.	-1%	.	-1%	33%	8%
O=C(N/N=C/C=C\c1ccccc1[N+](=O)[O-])c1cccs1
    2%	-11%	-4%	17%[59 µM]	-24%	-6%	1%	44%[activator]	2%
O=c1c(C=NCCCO)c(-c2ccccc2)[nH]n1-c1nc2ccccc2s1
    1%	-7%	-2%	-4%	-36%	-12%	-4%	-15%	1%
Cc1nc(-c2ccc(F)cc2)c(CC(=O)N(C)CC(=O)Nc2ccc(Cl)c(C(F)(F)F)c2)s1
    -1%	14%	.	.	?	.	-9%	19%	30%[activator]
Nc1c(C(=O)NCc2cccnc2)sc(=S)n1-c1ccccc1
    -16%	13%	-3%	?	?	-11%	-2%	-43%	-4%
CC(=O)c1ccc(N2CCN(C(=O)c3nn(C)c4c3CS(=O)(=O)c3ccccc3-4)CC2)cc1
    4%	-3%	0%	0%	?	-26%	-7%	-4%	-5%
COc1ccc(Br)cc1C1CC(=O)C(C)C(c2cc(Br)ccc2OC)N1 (configuration not stated)
    -17%	90%[activator]	-8%	6%	-8%	-1%	-1%	6%	7%
CCn1nc(C)c(/C=N/NC(=O)Cc2ccc(Cl)cc2)c1C
    -11%	251%[activator]	0%	13%[59 µM]	4%	1%	1%	35%	10%
Cc1ccc(-c2nc(CCNC(=O)C(=O)Nc3ccc(C)c(C)c3)cs2)cc1
    4%	10%	0%	17%[59 µM]	-3%	7%	1%	19%[57 µM]	-15%
FC(F)(F)c1ccc(Sc2nnc(-c3cccs3)n2CC2CCCO2)nc1 (configuration not stated)
    -15%	5%	2%	-21%[59 µM]	8%	2%	-4%	26%	-2%
O=C(NC1CC1)c1sccc1-n1cccc1
    4%	10%	2%	-34%	-20%	-7%	12%	30%	0%
CC(C)NC(=O)CSc1nc(-c2cccs2)cc(-c2ccccc2)c1C#N
    5%	16%	2%	17%[59 µM]	14%	8%	-3%	41%	-4%
FC(F)(F)c1ccc(-c2n[nH]c(=S)o2)nc1
    -2%	1%	-8%	40µM*	0%	-13%	-4%	66%[activator]	0%
CCCC1CCC(C(=O)Nn2cnc3ccccc3c2=O)CC1 (configuration not stated)
    -1%	13%	-3%	22%[12.7 µM]	-3%	-1%	.	19%	-2%
CCN(CC)S(=O)(=O)c1ccc(O)c(NC(=O)c2cc(-c3cc(OC)c(OC)c(OC)c3)nc3ccccc23)c1
    -8%	?	-27%	7.9µM*	?	-21%	5%	-36%	22%
O=C(Nc1cccc(S(=O)(=O)N2CCOCC2)c1)c1cccc(S(=O)(=O)N2CCCCC2)c1
    -6%	30%[activator]	.	?	-18%	3%	-2%	16%	20%
CCOC(=O)C1=C(COC(=O)CCOc2cccc(C)c2)NC(=O)NC1C (configuration not stated)
    10%	9%	.	10%	-6%	11%	-1%	15%	1%
O=C(Nc1nnc(SCc2ccccc2)s1)c1cccc([N+](=O)[O-])c1
    10%	-3%	0%	79µM*	-24%	-7%	-2%	-3%	?
COCCCNC(=S)N(CCCO)Cc1cc2cc3c(cc2[nH]c1=O)OCCO3
    -4%	151%[activator]	-2%	-10%	-19%	-29%	1%	41%	-1%
COc1ccccc1NC(=O)c1cc(S(=O)(=O)NCc2ccccc2)ccc1F
    ?	14%	2%	28%	-9%	2%	7%	28%	3%
CCCN(C(=O)c1ccccc1Cc1ccccc1)C1CCS(=O)(=O)C1 (configuration not stated)
    1%	0%	.	-28%	-4%	-12%	i	20%	-4%
Cc1ccc(NC(=O)CS(=O)CC(=O)NCCCc2ccccc2)cc1Cl (configuration not stated)
    -3%	?	-13%	?	-34%	-8%	6%	48%[activator]	30%
Cc1ccc(-n2[nH]c(C)c(/C=N/n3c(C)nc4ccccc4c3=O)c2=O)cc1
    1%	?	-2%	-6%	-14%	4%	-13%	32%	-4%
NS(=O)(=O)c1ccc(NC(=O)COc2ncnc3sccc23)cc1
    -2%	33%[activator]	-7%	1%[59 µM]	?	0%	-1%	24%	13%

Reprinted at random: 3 compounds from above, in no set order.
Each structure is followed by: GLS inhibitor	Pol iota inh	BLM helicase inh	G9a block	JMJD2A Tudor	BAZ2B block	Tb PGK inh	HP1b binding inh	Pin1 inhibitor
NS(=O)(=O)c1ccc(NC(=O)COc2ncnc3sccc23)cc1
    -2%	33%[activator]	-7%	1%[59 µM]	?	0%	-1%	24%	13%
CCCN(C(=O)c1ccccc1Cc1ccccc1)C1CCS(=O)(=O)C1 (configuration not stated)
    1%	0%	.	-28%	-4%	-12%	i	20%	-4%
CCCC1CCC(C(=O)Nn2cnc3ccccc3c2=O)CC1 (configuration not stated)
    -1%	13%	-3%	22%[12.7 µM]	-3%	-1%	.	19%	-2%

An excerpt; rates above refer to the full screens.
